Giardia kill – Giardia lamblia killing | activity change, % at 7.66 µM, hits read low | actives 0.15% (n = 340,000) | Giardia lamblia trophozoite viability | AID 540267; in the data active = activity change below about -80%; inconclusive = between about -30% and that limit;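 also: parasites exposed to compound for two days anaerobically before the ATP read; % is scaled to controls: 0 for no effect and ±100 for the full control effect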
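Compounds were tested on trophozoites seeded at 100 cells/well and held 48 hrs at 37 deg C anaerobically. An ATP-based luminescent kit measured the remaining live cells.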
Menin MLL FP TR – menin-MLL binding inhibition, Texas Red mutant peptide; O00255; Menin + Texas Red MLL mutant peptide, fluorescence polarization; Potency, µM (doses to about 61.6 µM), inactives show at the highest dose FP activity change, negative = inhibition, most hits filed as inhibitors; actives 0.23% (n = 270,000); active = well fitted inhibition curve with a large enough effect in the polarisation, with a control signal flat, not every such curve was filed as active; inconclusive = small, poorly fitted or top-dose-only effect, or effect the other way, or a change in a side signal; inactive = no such curve, though single readings can be large or run the other way; the % refers to the polarisation; also: potency is read from the fitted curve at half-maximal effect; % of control where 0% means no effect; many of its hits are not listed in these tables
Target sequence (O00255 whole entry, looked up): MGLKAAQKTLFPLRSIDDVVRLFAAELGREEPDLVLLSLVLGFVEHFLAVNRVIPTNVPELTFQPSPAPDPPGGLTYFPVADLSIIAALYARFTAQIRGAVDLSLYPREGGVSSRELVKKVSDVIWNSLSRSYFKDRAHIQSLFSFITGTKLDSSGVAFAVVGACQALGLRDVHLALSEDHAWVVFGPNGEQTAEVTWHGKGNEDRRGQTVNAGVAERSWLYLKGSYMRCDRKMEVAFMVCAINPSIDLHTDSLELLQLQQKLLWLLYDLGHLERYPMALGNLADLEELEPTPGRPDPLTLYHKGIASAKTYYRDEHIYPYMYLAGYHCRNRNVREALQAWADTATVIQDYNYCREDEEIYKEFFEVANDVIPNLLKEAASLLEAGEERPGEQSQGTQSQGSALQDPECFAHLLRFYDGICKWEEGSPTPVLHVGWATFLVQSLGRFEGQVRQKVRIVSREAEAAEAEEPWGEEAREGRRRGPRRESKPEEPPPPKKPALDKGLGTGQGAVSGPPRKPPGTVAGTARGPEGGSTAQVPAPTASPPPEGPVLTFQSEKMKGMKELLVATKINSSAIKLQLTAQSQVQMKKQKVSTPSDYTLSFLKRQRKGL
RORgamma inh – inhibitors of mouse ROR gamma transcriptional activity; P51450; Drosophila S2 Gal4-RORgamma UAS-luciferase reporter, 20 h; AID 2551; actives 5.4% (n = 310,000); Potency, µM (series often up to 53.6 µM), without a hit: top-dose activity change, negative = inhibition, most hits filed as inhibitors; also: potency is read from the fitted curve at half-maximal effect; % is scaled to controls: 0 for no effect and ±100 for the full control effect; nearly all actives have a fitted effect of over 60% in size
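A Gal4/UAS one-hybrid system in insect cells: metallothionein-promoter Gal4–ROR gamma fusion plus Photinus luciferase reporter. Copper sulfate 700 uM final, 20 hr ambient incubation, luminescent detection after 10 min with reagent.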
BRCA1 expr act – increases BRCA1 expression. MCF7-BRCA1-FFLuc reporter, luminescence, 48 h; response scale: scaled: vehicle 0%, 10 µM genistein 100%. Potency, µM (highest dose often 46.1 µM), for the others: at the top dose activation, most hits filed as activators. actives 1.1% (n = 380,000). AID 624202; also: potency is read from the fitted curve at half-maximal effect; nearly all actives have a fitted effect of over 80% in size; some results filed as inactive show a strong effect at the top dose
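MCF7 cells carrying a BRCA1-firefly luciferase reporter (2000 cells/well, phenol-red free MEM) were attached for 2 h at 37 °C, then given compounds for 48 h. Luminescence was read 15 min after luciferase reagent; activity normalized to genistein (10 microM) and DMSO.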
Rab9 promoter act – activators of Rab9 promoter; Huh7 Rab9 promoter-luciferase reporter, luminescence, 24 h; Potency, µM (series often up to 9.22 µM), for the others: at the highest dose activation, negative = inhibition, usual class: activators; actives 2.8% (n = 320,000); also: potency is read from the fitted curve at half-maximal effect; % of control where 0% means no effect; nearly all actives have a fitted effect of over 60% in size
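Cells were plated at 1500 per well in reduced-serum medium with 10% FBS and left 2 h. Compound in DMSO was then added for 24 h at 37 °C. Reporter signal was read by luminescence after 10 min with luciferase detection reagent.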
p53 reactivation – mutant p53 re-activation in reporter cells. H1299 p53-A138V BP100-luciferase reporter, luminescence, 24 h. Potency, µM (series often up to 92.2 µM), without a hit: at the highest dose activity change, positive = activation, usual class: activators. actives 0.063% (n = 320,000). AID 504706; also: potency is read from the fitted curve at half-maximal effect; % of control where 0% means no effect; nearly all actives have a fitted effect of over 45% in size
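H1299 (p53-null), stable ts p53-A138V + BP100-Luc; 1000 cells/well, Opti-MEM/10% FBS; cpd 4 pt, 1:5; 24 h, 37 deg C, 5% CO2; detection reagent 10 min RT; luminescence.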
PKM2 activator – activators of human pyruvate kinase M2. P14618. purified PKM2, Kinase-Glo ATP luminescence, activation; response scale: 0% is enzyme alone, no compound. Potency, µM (highest dose often 57.5 µM), without a hit: at the top dose activation, most hits filed as activators. actives 0.34% (n = 260,000). AID 1631; also: potency is read from the fitted curve at half-maximal effect; % is scaled to controls: 0 for no effect and ±100 for the full control effect; nearly all actives have a fitted effect of over 55% in size
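ATP formation by purified human PK-M2, quantified via coupled luciferase luminescence after 1 h at room temperature with 0.1 mM ADP and 0.5 mM PEP final.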
FLuc counter – counter-screen for miR-21 project: firefly luciferase inhibitors or activators; P08659; purified FLuc, Km substrates, luminescence inhibition; Potency, µM (highest dose often 57.5 µM), inactives show at the highest dose activity change, negative = inhibition, usual class: inhibitors; actives 6.9% (n = 360,000); AID 588342;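 also: potency is read from the fitted curve at half-maximal effect; plate controls were vehicle for no effect and reference inhibitor for full effect; nearly all actives have a fitted effect of over 55% in size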
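Purified P. pyralis luciferase, 10 nM final, with Km-level 10 uM D-luciferin and 10 uM ATP in 50 mM Tris acetate pH 7.5, 10 mM Mg acetate, 0.01% Tween-20, 0.05% BSA; 6-point qHTS titration about 60 µM downward; luminescence read.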
ELG1 genotoxic – inducers of genotoxicity in HEK293T ELG1-luciferase cells. AID 504466. actives 1.3% (n = 330,000). HEK293T ELG1-luciferase reporter, luminescence, 16 h. Potency, µM (titrated, usually from 46 µM), for the others: at the top dose activity change, positive = activation, actives largely listed as activators; also: potency is read from the fitted curve at half-maximal effect; % of control where 0% means no effect; nearly all actives have a fitted effect of over 60% in size
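HEK293T cells expressing luciferase-tagged ELG1 were treated with compound or DMSO for 16 hr at 37°C. Luciferase activity was then read after 30 min with ONE-Glo at room temperature; rising signal flags genetic stress.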
VP16 counter – counter-screen for ROR gamma inhibitors: Gal4-VP16 reporter; AID 2546; Drosophila S2 Gal4-VP16 UAS-luciferase, luminescence, 20 h; actives 3.5% (n = 310,000); Potency, µM (top dose mostly 53.6 µM), for the others: at the top dose activity, negative = inhibition, usual class: inhibitors;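 also: Gal4-VP16 expression switched on by copper sulfate through the metallothionein promoter; potency is read from the fitted curve at half-maximal effect; % is scaled to controls: 0 for no effect and ±100 for the full control effect; nearly all actives have a fitted effect of over 50% in size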
NPC1 prom act – NPC1 promoter activation | actives 2.4% (n = 320,000) | Potency, µM (doses to about 9.22 µM), for the others: at the top dose activation, most hits filed as activators | Huh7 NPC1 promoter luciferase reporter, 24 h;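 also: potency is read from the fitted curve at half-maximal effect; % of control where 0% means no effect; nearly all actives have a fitted effect of over 60% in size; reporter is driven by a mutant NPC1 promoter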
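Compounds in DMSO were transferred onto Huh7 NPC1-luciferase reporter cells pre-incubated 2 h; after 24 h at 37 °C, Amplite reagent was dispensed and luminescence recorded 10 min later.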
Starred values were filed as active, the others as inactive; ? = inconclusive; . = not tested or not shown; [ ] = remark or other dose. Unless noted, calls follow the shape of the dose curve; as a rule, active = well fitted curve in the direction sought with a large enough effect; inconclusive = small, poorly fitted or top-dose-only effect, or another doubt; inactive = no such curve, though single readings can be large; an effect the other way counts as inactive or inconclusive. Only part of the results is shown; the hit share may differ from the screen's.

SMILES | Giardia kill | Menin MLL FP TR | RORgamma inh | BRCA1 expr act | Rab9 promoter act | p53 reactivation | PKM2 activator | FLuc counter | ELG1 genotoxic | VP16 counter | NPC1 prom act
Nc1c(C(=O)NCc2ccco2)c2nc3ccccc3nc2n1CCc1ccccc1F | -6 | 13% | -24% | -49% | -7% | ? | 3% | -1% | -12% | 16% | -2%
CCCN(CCC)S(=O)(=O)c1nc2nc(C)cc(C)n2n1 | 6 | . | 11% | 0% | -4% | 1% | -8% | 0% | -2% | -1% | 0%
CN1CCC(OC(=O)C23CCC(C)(C(=O)O2)C3(C)C)CC1 (configuration not stated) | -13 | -6% | 6% | -6% | -4% | 12% | 3% | 1%[2.3 µM] | 0% | -2% | 0%
O=C(Nc1nc(=O)c2ccccc2s1)c1ccc(F)cc1 | 1 | -17% | 7.1µM* | -12% | 3.2µM* | ? | 18% | 2.1µM* | ? | 2.8µM* | ?
COc1ccc(CNC(=O)C(C)OC(=O)Cn2cnc3c2c(=O)n(C)c(=O)n3C)cc1 (configuration not stated) | 25 | . | . | 0% | 1% | 3% | . | 7% | 0% | . | -3%
O=C(/C=C/c1ccc2c(c1)OCO2)Nc1cc(S(=O)(=O)N2CCOCC2)ccc1N1CCOCC1 | -3 | 8% | 27% | -28% | -4% | -3% | 5% | 5% | -2% | -20% | -3%
Nc1ccc(-c2nc3c(Cl)cc(N)cc3[nH]2)cc1 | 10 | ? | -14% | -71% | -13% | -32%[inhibitor] | -1% | 21µM* | -4% | -7% | -26%
OC1=C(O)c2nc3cc(F)ccc3nc21 | 1 | . | 0% | -13% | -1% | 4% | 2% | -2% | -1% | 7% | -1%
O=C(NCCc1c[nH]c2ccccc12)C1CCCN(S(=O)(=O)c2ccccc2)C1 (configuration not stated) | 0 | ? | 35% | -14% | 4% | . | ? | 2% | -12% | 5% | 2%
O=C(c1cc2cc(C(F)(F)F)ccc2s1)N1CCOCC1 | 6 | 2% | 16% | 25% | 3% | 6% | 1% | -4% | 5% | 6% | 8%
Cn1c(=O)c2c(nc(NCC3CCCO3)n2Cc2ccccc2)n(C)c1=O (configuration not stated) | -23 | -2% | ? | -12% | 8% | 9% | -8% | -1% | 2% | 5% | 1%
COc1ccccc1N(CC(=O)NCC1CCCO1)C(=O)CCC(=O)Nc1nccs1 (configuration not stated) | -1 | 6% | -4% | 3% | -3% | 10% | -4% | 2% | -1% | -4% | -4%
NC(=O)c1sc2nc(-c3cccs3)ccc2c1N | 4 | ? | 32% | ? | ? | 14% | . | 9.5µM* | ? | -12% | ?
COc1ccc(C2C(C(=O)O)c3ccccc3C(=O)N2Cc2ccco2)cc1 (configuration not stated) | 22 | . | 18% | -4% | -4% | -1% | 1% | -3% | -1% | -2% | -3%
Cc1cccc(Nc2nc(N)nc(-c3oc4ccccc4c3C)n2)c1 | 4 | . | 23% | 52% | ? | 14% | 0% | ? | ? | -20% | 18%
O=C(Oc1cc(-c2ccccc2)no1)c1ccc(F)cc1 | 5 | 0% | -7% | -17% | 2% | 2% | -4% | -1% | -1% | 2% | 1%
COc1cc(N)cc(NC(=O)c2ccncc2)c1 | 14 | 13% | -2% | -10% | 10% | 1% | 5% | -9% | 1% | -15% | 1%
CCOC(=O)COc1ccc(C2NC(C(=O)O)CS2)cc1 (configuration not stated) | 2 | 1% | 12% | 12% | -3% | 5% | 4% | 1% | 2% | 3% | -2%
Cc1c(C(=O)N(Cc2cccs2)C2CCS(=O)(=O)C2)oc2ccccc12 (configuration not stated) | 6 | 0% | 0% | -34% | 3% | -8% | -6% | -2% | -1% | 1% | -1%
CC(C)c1ccc(NC(=O)C2=NNC(=O)CC2)cc1 | 10 | . | -1% | 2.2µM* | 3.2µM* | 6% | 0% | 12µM* | ? | ? | 2.8µM*
O=C(Nc1ccccc1)c1ccc(NCCN2CCOCC2)c(S(=O)(=O)N2CCOCC2)c1 | -3 | -3% | 0% | -4% | -4% | 2% | 5% | -3% | 0% | 8% | -1%
CCCSCCCNC(=O)c1cc2c(s1)CS(=O)(=O)C2 | -21 | -4% | ? | 3% | 3% | 3% | -16% | 0% | -6% | -5% | 1%
CCCCn1c(=O)[nH]c(=O)c2c1nc(-c1ccc(C)c([N+](=O)[O-])c1)n2CC | -2 | 2% | -9% | -34% | -8% | -1% | -2% | 2% | 4% | -6% | -9%
O=C(Nc1nccs1)c1cc([N+](=O)[O-])ccc1Cl | ? | 12% | . | -60% | -4% | . | -1% | 2% | -6% | . | -3%
NC(N)=NC(N)=Nc1ccc(SC(F)(F)F)cc1 | 6 | 0% | ? | -60% | -7% | -28% | -3% | -2% | 10% | -6% | -1%
CCn1nc(C(=O)Nc2cccc(C(F)(F)F)c2)c(Cl)c1Cl | 7 | 23% | 0% | -50% | -7% | -7% | 1% | 5% | -1% | -12% | -3%
O=C(CSc1nnc(Cc2cc(=O)[nH]c(=O)[nH]2)n1-c1ccccc1)NCC1CCCO1 (configuration not stated) | -12 | 6% | -11% | -22% | -7% | 0% | -3% | 1% | -2% | 0% | 2%
Cc1ccc(N2CC(C(=O)Nc3c(C)n(C)n(-c4ccccc4)c3=O)CC2=O)cc1 (configuration not stated) | 20 | 15% | -9% | 0% | 0% | -2% | 6% | -1% | 2% | 5% | -1%
C/C(=N\Nc1nncc2ccccc12)c1ccc(C(C)(C)C)cc1 | -4 | ? | -28% | 2.5µM* | 18%[1.84 µM] | 8% | . | 7.6µM* | 18% | 22% | ?
CCC(C)c1ccc(NC(=O)N2CCN(C(=O)C3CCCO3)CC2)cc1 (configuration not stated) | 16 | -2% | . | -2% | 8% | . | 1% | -14% | 4% | . | 0%
Nc1c(-c2ccccc2)c(CSc2nc3ccccc3[nH]2)nn1-c1cccc(C(=O)O)c1 | -2 | -12% | 3% | -2% | 2% | 7% | -6% | ? | -3% | 0% | -2%
O=C1c2sc3nc4n(c(=O)c3c2CCC1Br)CCCCC4 (configuration not stated) | -10 | ? | 10µM* | ? | ? | 4% | 23% | 19µM* | ? | 20µM* | 29%
CC1(C)CC(=O)C(C(c2ccc(Br)cc2)C2C(=O)CC(C)(C)CC2=O)C(=O)C1 | 13 | 15% | -7% | -26% | -4% | 25% | 3% | -2% | -3% | -1% | 1%
Cc1cccn2c(=O)c3cc(C(=O)NCCCn4ccnc4)n(C)c3nc12 | 14 | -7% | -25% | 9% | -1% | 2% | 2% | -1% | 0% | 0% | -2%
CC(C(=O)N1CCCC1)N(C)CC(=O)Nc1cccc(F)c1 (configuration not stated) | 13 | . | . | 4% | -1% | 5% | . | 8% | 0% | . | -1%
O=C(c1ccc([N+](=O)[O-])s1)N1CCc2ccccc21 | ? | -16% | 0% | -51% | 29% | 5% | . | -5% | 5% | 0% | 16%
CCN(C(=O)COC(=O)c1ccc(C)c(S(=O)(=O)N2CCOCC2)c1)C1CCS(=O)(=O)C1 (configuration not stated) | -1 | . | . | -10% | 0% | 5% | . | 10% | 6% | . | 0%
O=C(Nc1ccc(Cl)cc1)c1ccc2c(=O)n3c(nc2c1)CCCCC3 | -16 | -1% | 22% | 7% | 19% | . | 5% | ? | 12% | 8% | 15%
CCOc1ccccc1CN1CCC(n2nccc2NC(=O)CCc2ccccc2)CC1 | 1 | -14% | -2% | 16% | 6% | 1% | . | 1% | -2% | 0% | 0%
CC(=O)c1ccc(Nc2nc(C)nc3c2oc2ccccc23)cc1 | . | 9% | ? | . | 22% | 13% | 0% | -3% | 10% | -2% | 9%
COc1cc(NC(=S)NCc2ccco2)cc(OC)c1OC | -7 | -12% | 11µM* | -31% | 5% | -47%[inhibitor] | 7% | 3% | 0% | 20µM* | 0%
Cc1cc(=O)oc2cc(OC(C)C(=O)NCCc3ccc(S(N)(=O)=O)cc3)ccc12 (configuration not stated) | 7 | 7% | -2% | -4% | -1% | -3% | 0% | 0% | -1% | 1% | -3%
Cc1ccc(SCCNC(=O)CN(c2ccc3c(c2)OCO3)S(C)(=O)=O)cc1 | -3 | 14% | 4% | -15% | 3% | -4% | 6% | 0% | -1% | 0% | 2%
Cc1ccsc1CNCC(O)c1ccccc1 (configuration not stated) | -4 | -8% | -8% | 14% | 8% | . | -6% | -2% | 0% | 5% | 3%
